HKDC1 inhibitor = blocks human hexokinase HKDC1 activity; inhibition, % at 20 µM; recombinant HKDC1, G6PDH/diaphorase resazurin coupled fluorescence; actives 0.16% (n = 340,000); AID 493160;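 active = inhibition above about 35% when tested at 20 µM, limit read from the data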;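 note: plate controls were DMSO wells with enzyme for no effect and DMSO wells lacking enzyme for full effect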
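Test system: recombinant HKDC1 (HK5) hexokinase enzyme, produced in-house / Doses: 20 µM test compound, 1% DMSO / Timing: 90 min, room temperature / Detection: G6PDH/diaphorase-coupled fluorescence, 1 mM NADP, 100 µM resazurin, 525/613 nm / Control set: DMSO wells with and without enzyme mix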
UBC13 inh = inhibitors of human UBC13 polyubiquitin chain formation; P61088; inhibition, % at 20 µM; AID 485273; TR-FRET; actives 0.47% (n = 330,000); in the data active = inhibition above about 45%, passing the limit was not always enough
Target sequence (P61088 whole entry, looked up): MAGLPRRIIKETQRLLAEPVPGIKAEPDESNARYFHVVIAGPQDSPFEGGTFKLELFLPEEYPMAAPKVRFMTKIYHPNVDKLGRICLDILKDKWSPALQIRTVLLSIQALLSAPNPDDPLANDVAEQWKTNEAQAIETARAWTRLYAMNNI
SENP8 block = blocks the human protease SENP8; Q96LD8; purified SENP8, Z-RLRGG-aminoluciferin cleavage, luminescence; inhibition, % at 10 µM; actives 1.2% (n = 330,000)
Target sequence (Q96LD8 whole entry, looked up): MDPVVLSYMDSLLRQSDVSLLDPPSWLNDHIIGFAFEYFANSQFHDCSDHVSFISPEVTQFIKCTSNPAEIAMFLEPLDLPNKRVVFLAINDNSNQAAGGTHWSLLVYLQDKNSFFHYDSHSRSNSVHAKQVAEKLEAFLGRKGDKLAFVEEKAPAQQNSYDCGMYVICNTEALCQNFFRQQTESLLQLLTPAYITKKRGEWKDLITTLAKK
Gli-Sufu block = Gli-Sufu pathway antagonism | Sufu-KO-LIGHT fibroblasts, Gli luciferase reporter luminescence | inhibition, % at 5 µM | actives 0.74% (n = 340,000) | AID 588413;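 active = inhibition above about 55%, limit read from the data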;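 note: 0% = DMSO-treated cells and 100% = wells with medium but no cells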
SENP7 block = blocks the human protease SENP7; recombinant SENP7, Z-RLRGG-aminoluciferin luminescence, 40 min; inhibition, % at 5 µM; actives 1.5% (n = 330,000); AID 434973;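 active = inhibition above about 50% at the single test dose, limit read from the data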;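 note: plate controls were DMSO with enzyme for no effect and no enzyme buffer wells for full effect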
Target sequence (Q9BQF6 706-1050 limits assumed): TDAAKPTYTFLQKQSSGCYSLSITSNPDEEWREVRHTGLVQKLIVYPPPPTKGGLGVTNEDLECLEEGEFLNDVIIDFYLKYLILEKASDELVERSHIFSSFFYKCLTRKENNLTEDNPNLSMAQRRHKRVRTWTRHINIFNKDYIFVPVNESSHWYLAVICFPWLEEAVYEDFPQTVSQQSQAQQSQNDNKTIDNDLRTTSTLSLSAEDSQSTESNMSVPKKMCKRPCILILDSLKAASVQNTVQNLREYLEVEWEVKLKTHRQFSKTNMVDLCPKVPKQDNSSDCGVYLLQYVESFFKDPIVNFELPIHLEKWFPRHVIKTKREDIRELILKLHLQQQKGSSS
697 NFkB inh = inhibitors of the PMA/ionomycin-induced NF-kB reporter in 697 B cells; actives 0.33% (n = 330,000); inhibition, % at 4 µM; 697 B-cell NF-kB luciferase reporter, 16 h; in the data active = inhibition above about 35%
Apaf1 inhib = blocks human Apaf-1 apoptosome activity. O14727. reconstituted apoptosome caspase-3 activity, DEVD-Rh110 fluorescence. inhibition, % at 20 µM. actives 0.71% (n = 330,000); active = inhibition of at least 40% at 20 µM;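 note: plate controls were DMSO wells for no effect and DEVD-CHO caspase inhibitor wells for full effect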
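Medium: Hepes buffer, pH 7.5 / System: biochemical Apaf-1 apoptosome reconstitution / Measured by: Rh110 fluorescence, excitation 480 nm, emission 540 nm / Times: compound with Apaf-1, dATP, procaspase-3 30 min, then 50 min reaction, room temperature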
Jurkat NFkB inh = lowers PMA/ionomycin-induced NF-kB signal in Jurkat cells. PMA/ionomycin-induced NF-kB luciferase reporter, luminescence. actives 0.53% (n = 330,000). AID 435003. inhibition, % at 4 µM
An asterisk follows results filed as active; · = not tested or not shown. Cut-off read from the data, not from the text of the source, unless noted: active = inhibition above about 50%; inactive = the rest.

compound	697 NFkB inh	Apaf1 inhib	UBC13 inh	SENP7 block	Gli-Sufu block	HKDC1 inhibitor	Jurkat NFkB inh	SENP8 block
Cc1cc2ccccc2n2c(SCC(=O)NCc3cccs3)nnc12	11	-8	-3	3	-1	-1	3	3
CSc1ccccc1NC(=O)CN(C)C(=O)c1ccc(NC(=O)c2cccs2)cc1	8	-15	5	2	-5	0	11	15
O=C(CSc1nnc(-c2cccnc2)n1Cc1ccco1)Nc1cccc(O)c1	13	-5	4	-7	-8	-8	-1	0
CCOc1ccccc1OCc1nn2c(-c3ccc(C)cc3)nnc2s1	-3	1	-13	1	7	3	-15	-8
COCCCNc1nc2nonc2nc1N1C[C@H]2CC[C@H]1C2	17	-4	4	3	-2	-5	10	-11
CCn1nc(C)c(/C=N/NC(=O)c2ccc3c(c2)c(C)c(C)n3Cc2ccccc2)c1C	21	14	10	1	-14	1	-7	1
CC(C)CCNC(=O)C(=O)NCC1OCCCN1S(=O)(=O)c1cccs1 (configuration not stated)	8	-2	10	-1	6	-2	10	-6
Cc1nonc1OCCNCc1c(C(=O)N2CCCCCCC2)nc2ccc(Cl)cn12	7	-3	2	4	-7	10	-4	1
CN1CCc2c(c3ccccc3n2C)C1	-9	0	-20	-5	6	-2	-18	-1
Cc1ccc(-n2nc3c(=O)n(CCCC(=O)NCc4cccc(Cl)c4)nc(C)c3c2C)cc1	15	7	-2	5	0	1	26	1
Cc1cccc(C(=O)OCC(=O)N2CC(C)CC(C)C2)c1C (configuration not stated)	9	4	-4	-7	-1	-4	-4	1
O=C(c1cccc(C(=O)N2CCN(c3ccc(F)cc3)CC2)c1)N1CCN(c2ccc(F)cc2)CC1	-5	5	-2	-12	5	-7	16	-12
O=C(O)CSc1nnc(-c2cccc(S(=O)(=O)N3CCCCC3)c2)o1	9	6	-7	-9	1	3	4	0
Cc1ccc(CNS(=O)(=O)c2ccc(CN3C(=O)c4cccnc4C3=O)cc2)o1	-12	2	-12	7	-15	-7	7	-4
COc1ccccc1COC(=O)C(NC(=O)c1ccc(C)cc1)C(C)C (configuration not stated)	18	18	1	0	4	1	-1	-3
O=Cc1c(NCc2ccccc2F)c2ccccc2[nH]c1=O	0	-5	4	5	25	-4	2	12
FC(F)(F)c1cccc(NC(=S)NCc2ccc(Cl)cc2)c1	-8	15	9	3	-1	-4	2	1
Cc1[nH]c(C)c(S(=O)(=O)N2c3ccccc3CC2C)c1C(=O)N1CCCCC1 (configuration not stated)	4	-1	1	11	0	1	9	-9
COc1cccc(N2CCN(C(=O)Nc3ccccc3Cl)CC2)c1	17	1	5	5	-7	-5	9	7
CN(C)c1nc(N(C)C)nc(N(C#N)CN2C(=O)c3ccccc3S2(=O)=O)n1	16	-13	0	-3	3	-2	7	7
CCOc1ccc(Cl)cc1/C=N/NC(=O)CNC(=O)c1ccccc1	18	0	41	-1	9	-5	-3	9
C#CCOc1ccccc1/C=C1/C(=O)ON=C1C	18	4	-7	8	-14	-1	5	3
CC1CC1C(=O)Nc1nc(-c2ccc(Cl)s2)cs1 (configuration not stated)	-12	19	-9	-5	44	-11	-22	-9
CCCCCCCC(=O)NN1CCOCC1	3	22	-5	-9	·	5	-16	-4
CCCC(=O)Nc1ccc(-c2ccc(NC(=O)CCC)cc2)cc1	-45	-2	-14	-9	-6	6	24	-8
CCOC(=O)CSc1nc(C)c2cc(C)c(C)cc2n1	10	13	-9	-6	-3	-1	13	-12
O=C1N/C(=C/c2cccs2)C(=O)N1Cc1ccc(Br)cc1	-10	-33	-2	-4	6	0	14	5
CCOc1ccc2nc(SCC(=O)Nc3ccc(S(=O)(=O)N4CCCC4)cc3)c(C)cc2c1	14	12	-3	5	4	-7	-7	0
COC(=O)c1ccc(NC(=O)Nc2ccc(C)cc2)cc1	2	4	9	0	11	-8	-25	-16
CCOC(=O)c1c(CC(C)C)csc1NC=O	5	3	5	-4	18	2	9	1

As a working copy, part of the list above:
compound	697 NFkB inh	Apaf1 inhib	UBC13 inh	SENP7 block	Gli-Sufu block	HKDC1 inhibitor	Jurkat NFkB inh	SENP8 block
COC(=O)c1ccc(NC(=O)Nc2ccc(C)cc2)cc1	2	4	9	0	11	-8	-25	-16
CCOC(=O)c1c(CC(C)C)csc1NC=O	5	3	5	-4	18	2	9	1

More compounds:
compound	697 NFkB inh	Apaf1 inhib	UBC13 inh	SENP7 block	Gli-Sufu block	HKDC1 inhibitor	Jurkat NFkB inh	SENP8 block
COc1cccc(/C=c2\s/c(=C\C(=O)C(C)(C)C)[nH]c2=O)c1	-12	21	-22	-9	9	3	-3	-18
CCOC(=O)[C@@H]1[C@H]2COc3cc(OC)ccc3[C@H]2N2C(=O)N(c3ccc(F)cc3)C(=O)[C@@]12C	-16	12	-7	14	-10	3	-16	-13
O=C(COC(=O)c1cc([N+](=O)[O-])ccc1N1CCOCC1)c1ccc(OC(F)F)cc1OC(F)F	4	9	-2	2	49	0	2	-7
COc1ccc(NC(=O)Nc2nnc(Cc3ccc(F)cc3)s2)cc1	-5	20	2	8	-1	-5	-24	-10
CC(=O)c1cccc(NC(=O)C2CCN(S(=O)(=O)c3c(C)n[nH]c3C)CC2)c1	12	-10	8	-3	-2	-1	-1	2
Cc1cc(C)nc(NC(=O)c2cc(-c3ccc4c(c3)OCO4)nc3ccccc23)c1	21	20	2	0	12	7	7	7
CCCC(=O)Nc1ccc(Nc2ccccc2)cc1	-48	3	-3	-1	-8	-7	-12	-5
O=C(Nc1ccccc1)Nc1ccno1	-35	-7	0	15	-17	-5	-24	-4
COC(=O)c1ccc(S(=O)(=O)c2ccc([N+](=O)[O-])cc2)cc1	12	3	-5	-3	-2	-5	9	5
CCN(CC)c1ccc(NC(=O)COC(=O)c2ccc3ccccc3n2)cc1	-11	19	-7	-5	10	-2	5	-19
CCCCOC(=O)C1=C(C)NC(=O)NC1c1ccc(N(C)C)cc1 (configuration not stated)	0	7	6	8	4	-7	2	-3
COC(=O)c1ccc(S(=O)(=O)N2CCC(c3nc4ccccc4o3)CC2)cc1	-8	-26	-6	-2	-5	1	15	4
CN(C(=O)c1ccc2c(Cl)c3c(nc2c1)CCC3)c1ccccc1	-52	-6	3	-5	-25	0	-49	6
C[C@@H]1NC(=O)[C@H](CCCN=C(N)N)NC(=O)c2cc([N+](=O)[O-])cc(I)c2NCCC[C@@H](C(N)=O)NC1=O	16	6	25	6	-8	3	-9	-3
COc1ccc(S(=O)(=O)N2CCC(C(=O)NCC3CCCO3)CC2)cc1 (configuration not stated)	24	-5	3	2	-13	1	1	-4

In another format: entries from further up.
Values run as follows: 697 NFkB inh, Apaf1 inhib, UBC13 inh, SENP7 block, Gli-Sufu block, HKDC1 inhibitor, Jurkat NFkB inh, SENP8 block
- COC(=O)c1ccc(NC(=O)Nc2ccc(C)cc2)cc1
→ 2, 4, 9, 0, 11, -8, -25, -16
- CCOC(=O)c1c(CC(C)C)csc1NC=O
→ 5, 3, 5, -4, 18, 2, 9, 1
- COc1cccc(/C=c2\s/c(=C\C(=O)C(C)(C)C)[nH]c2=O)c1
→ -12, 21, -22, -9, 9, 3, -3, -18
- CCOC(=O)[C@@H]1[C@H]2COc3cc(OC)ccc3[C@H]2N2C(=O)N(c3ccc(F)cc3)C(=O)[C@@]12C
→ -16, 12, -7, 14, -10, 3, -16, -13
- O=C(COC(=O)c1cc([N+](=O)[O-])ccc1N1CCOCC1)c1ccc(OC(F)F)cc1OC(F)F
→ 4, 9, -2, 2, 49, 0, 2, -7
- COc1ccc(NC(=O)Nc2nnc(Cc3ccc(F)cc3)s2)cc1
→ -5, 20, 2, 8, -1, -5, -24, -10
- CC(=O)c1cccc(NC(=O)C2CCN(S(=O)(=O)c3c(C)n[nH]c3C)CC2)c1
→ 12, -10, 8, -3, -2, -1, -1, 2
- Cc1cc(C)nc(NC(=O)c2cc(-c3ccc4c(c3)OCO4)nc3ccccc23)c1
→ 21, 20, 2, 0, 12, 7, 7, 7
- CCCC(=O)Nc1ccc(Nc2ccccc2)cc1
→ -48, 3, -3, -1, -8, -7, -12, -5
- O=C(Nc1ccccc1)Nc1ccno1
→ -35, -7, 0, 15, -17, -5, -24, -4
- COC(=O)c1ccc(S(=O)(=O)c2ccc([N+](=O)[O-])cc2)cc1
→ 12, 3, -5, -3, -2, -5, 9, 5
- CCN(CC)c1ccc(NC(=O)COC(=O)c2ccc3ccccc3n2)cc1
→ -11, 19, -7, -5, 10, -2, 5, -19
- CCCCOC(=O)C1=C(C)NC(=O)NC1c1ccc(N(C)C)cc1 (configuration not stated)
→ 0, 7, 6, 8, 4, -7, 2, -3
- COC(=O)c1ccc(S(=O)(=O)N2CCC(c3nc4ccccc4o3)CC2)cc1
→ -8, -26, -6, -2, -5, 1, 15, 4
- CN(C(=O)c1ccc2c(Cl)c3c(nc2c1)CCC3)c1ccccc1
→ -52, -6, 3, -5, -25, 0, -49, 6
- C[C@@H]1NC(=O)[C@H](CCCN=C(N)N)NC(=O)c2cc([N+](=O)[O-])cc(I)c2NCCC[C@@H](C(N)=O)NC1=O
→ 16, 6, 25, 6, -8, 3, -9, -3
- COc1ccc(S(=O)(=O)N2CCC(C(=O)NCC3CCCO3)CC2)cc1 (configuration not stated)
→ 24, -5, 3, 2, -13, 1, 1, -4

Additional records
compound	697 NFkB inh	Apaf1 inhib	UBC13 inh	SENP7 block	Gli-Sufu block	HKDC1 inhibitor	Jurkat NFkB inh	SENP8 block
CC(=O)c1ccc(NC(=O)CN2CCC(NC(=O)C3CCCCC3)CC2)cc1	-1	3	-2	6	-6	-4	-7	-4
O=C(Cc1ccccc1)NCC(=O)N1CCC2(CC1)NCCc1[nH]cnc12	0	-15	10	6	5	-9	16	-6
COc1ccc(Cl)cc1C(=O)NNC(=O)CCNS(=O)(=O)c1ccccc1	-15	8	7	-5	-3	-5	-22	-11
Cc1nc(NC(=O)c2ccc3c(c2)OCCO3)ccc1Br	-200	11	-3	87*	-114	-1	-203	75*
COc1cc(CCNC(=O)c2ccccc2NC(=O)C2=C(C)OCCS2)cc(OC)c1OC	-8	7	3	-14	99*	-3	-12	-15
Cc1c(F)cccc1NC(=O)c1ccc2c(c1)CCN2S(C)(=O)=O	-4	1	-3	-1	13	-2	1	-8
COc1cccc(OCC(O)CN2CCN(c3ccc(F)cc3)CC2)c1 (configuration not stated)	8	8	4	7	12	2	-13	0
Cc1cc(NC(=O)CC#N)n(-c2nc3ccccc3[nH]2)n1	2	8	-16	5	-2	-6	-18	-5
CCN(c1cccc2ccccc12)S(=O)(=O)c1ccc(Cl)nc1	3	1	-1	4	-2	3	4	5
COc1ccc(Cl)cc1C(=O)NC(=S)Nc1cc(-c2nc3ccccc3[nH]2)ccc1C	-52	11	-30	-5	9	-2	-50	5
Cc1ccc(-n2c(=O)cc(N3CCc4ccccc4C3)[nH]c2=O)cc1	8	-14	-1	2	25	-4	15	-3
